SMARCA2 activ: SMARCA2 function activation, primary screen; MG213 cells, MMTV-luciferase reporter, dexamethasone, overnight; activation, % at 9.1 µM; 370,000 tested, 1% active; in the data active means activation above about 7.8%;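 further: 0% = vehicle wells and 100% = reference activator wells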
ASAP1 inh: ASAP1 ArfGAP inhibition; Q9ULH1; ASAP1-stimulated ARF1 GTP hydrolysis, GDP FP detection; inhibition, % at 16.5 µM; 360,000 tested, 0.19% active; in the data active means inhibition above about 25%;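 further: 0% = vehicle with enzyme and substrate and 100% = no enzyme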
GC-B act: GC-B (human) receptor activation | P20594 | HEK293-GC-B cells, CNP EC30, cGMP TR-FRET; 0% at EC30 CNP, 100% saturating CNP | activation, % at 10 µM | 370,000 tested, 0.11% active | AID 1920062;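 active means activation at 10 µM reaching about 35% in either raw or pattern-adjusted values, limit read from the data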
HTRA1 inhibitor: inhibitors of human serine peptidase HTRA1 | Q92743 | recombinant HTRA1, FP-rhodamine activity-based probe, fluorescence polarization | inhibition, % at 5.96 µM | 340,000 tested, 0.5% active; in the data active means inhibition above about 36%;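 further: 0% = enzyme with DMSO and 100% = wells lacking enzyme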
Target sequence (Q92743 whole entry, looked up): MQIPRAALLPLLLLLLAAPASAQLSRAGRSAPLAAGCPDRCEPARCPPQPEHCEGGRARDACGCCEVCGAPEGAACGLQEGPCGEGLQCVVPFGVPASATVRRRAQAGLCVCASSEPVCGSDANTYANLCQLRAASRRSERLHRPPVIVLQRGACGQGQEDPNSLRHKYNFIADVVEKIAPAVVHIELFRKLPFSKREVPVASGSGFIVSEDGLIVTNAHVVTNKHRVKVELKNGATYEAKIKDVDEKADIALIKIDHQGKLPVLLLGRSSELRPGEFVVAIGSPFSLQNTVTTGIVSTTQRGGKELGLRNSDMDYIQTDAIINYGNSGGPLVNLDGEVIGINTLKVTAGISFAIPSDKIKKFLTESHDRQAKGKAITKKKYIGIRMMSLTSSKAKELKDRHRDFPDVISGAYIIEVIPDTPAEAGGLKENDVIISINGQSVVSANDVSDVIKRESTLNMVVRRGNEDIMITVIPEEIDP
mABHD4 FP: inhibitors of mouse ABHD4. Q8VD66. purified mABHD4, FP-Rh probe fluorescence polarization. inhibition, % at 8.92 µM. 370,000 tested, 0.54% active;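 active means inhibition exceeding the mean over every tested compound plus 3 SD, cut at about 30% in these data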;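 further: 0% = plate median of compound wells and 100% = S159A mutant with DMSO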
Target sequence (Q8VD66 whole entry, looked up): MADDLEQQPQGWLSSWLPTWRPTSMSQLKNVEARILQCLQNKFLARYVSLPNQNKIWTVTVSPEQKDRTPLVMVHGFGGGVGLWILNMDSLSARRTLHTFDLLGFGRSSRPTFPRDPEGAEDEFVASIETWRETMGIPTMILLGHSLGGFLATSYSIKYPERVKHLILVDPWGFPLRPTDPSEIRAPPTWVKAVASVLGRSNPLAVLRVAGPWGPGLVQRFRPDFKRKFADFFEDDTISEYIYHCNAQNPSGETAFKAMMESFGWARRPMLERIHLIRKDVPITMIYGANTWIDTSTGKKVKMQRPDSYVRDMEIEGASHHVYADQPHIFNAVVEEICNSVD
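Assay system: mouse ABHD4 enzyme, wild type / Also added: fluorescent activity-based probe FP-Rh / Doses: single nominal dose of 8.92 µM, 0.89% DMSO final / Timing: 45 min compound pre-incubation plus 60 min probe step, 25 °C / Signal: FP readout, ex 525 nm / em 598 nm / Control set: S159A mutant/DMSO as 100%, compound-well median as 0%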
Rev-erbA mod: Rev-erb alpha (human) modulation. Rev-erbα–FITC-DNA binding, fluorescence polarization, 90 min. activity, % at 10 µM. 370,000 tested, 0.79% active. AID 1259318;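 active means activity above about 14%, limit read from the data; passing the limit was not always enough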;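 further: 0% = DMSO wells with 35 nM protein and 100% = DMSO wells with 750 nM protein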
GC-A act: GC-A (human) enzyme activation; P16066; HEK293 GC-A cells, cGMP TR-FRET, EC30 ANP; 0% at EC30 ANP, 100% saturating ANP; activation, % at 10 µM; 370,000 tested, 0.14% active; in the data active means activation above about 40%
PG9 Ab binder: small molecules binding HIV-1 gp120 antibody PG9; TR-FRET gp120-PG9 antibody binding; 360,000 tested, 0.43% active; inhibition, % at 6.7 µM; in the data active means inhibition above about 8.5%
rCAG RNA binder: molecules binding r(CAG) RNA repeats. inhibition, % at 3 µM. r(CAG) RNA repeat, TO-PRO-1 dye displacement fluorescence. 370,000 tested, 1.3% active. AID 651821;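 active means inhibition above the plate cutoff, the mean of all test compounds on that plate plus 3 SD, cut at about 35% in these data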;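 further: 0% = DMSO alone and 100% = 100 µM mitoxantrone as full dye displacement; higher means more dye released from RNA so lower well fluorescence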
ARFGAP1 inh: rat ARFGAP1 inhibition; Q62848; Arfgap1-stimulated ARF1 GTP hydrolysis, GDP FP detection; inhibition, % at 16.5 µM; 360,000 tested, 0.26% active; AID 651572;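 active means inhibition above a per-plate limit, mean inhibition of low control wells plus 3 SD, cut at about 25% in these data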;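 further: 0% = DMSO wells with enzyme and 100% = wells lacking Arfgap1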
Target sequence (Q62848 1-136 limits assumed): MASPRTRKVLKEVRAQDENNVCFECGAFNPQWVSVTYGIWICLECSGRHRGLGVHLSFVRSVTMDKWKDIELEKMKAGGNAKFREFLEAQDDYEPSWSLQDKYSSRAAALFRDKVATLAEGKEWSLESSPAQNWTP
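system = rat Arfgap1 catalytic domain, aa 1-136 | technique = FP, GDP Alexa 633 tracer displaced from anti-GDP antibody, 620/688 nm | compound = one concentration, 16.5 µM, DMSO 1.26% | medium = HEPES-based buffer, pH 7.5 | timing = compound-enzyme preincubation 20 min, reaction 120 min, detection 60 min, 25 °C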
Starred values were filed as active, the others as inactive; x = no result given.

SMILES	SMARCA2 activ	ASAP1 inh	GC-B act	HTRA1 inhibitor	mABHD4 FP	Rev-erbA mod	GC-A act	PG9 Ab binder	rCAG RNA binder	ARFGAP1 inh
CCOC(=O)c1ccc(OCc2nc(-c3cccs3)no2)cc1	0	10	4	-19	-18	1	4	-0.7	-5	0
Cc1[nH]n(-c2ccccc2)c(=O)c1C=Nc1ccc(S(=O)(=O)N=C(N)N)cc1	0	6	0	-1	9	-8	5	-0.4	7	0
C=CCN1C(=O)CSc2ccc(C(=O)N3CCC(C)CC3)cc21	-3	-1	2	3	2	-1	4	-2.0	-7	12
CC1(C)CC(=O)C(C=NCC2CCN(C(=S)Nc3ccccc3)CC2)=C(O)C1	-7	-6	0	x	-7	-4	-3	-0.4	-3	4
COc1cc(OC)c(S(=O)(=O)NC(C)C)cc1C(=O)O	-2	-8	-3	-4	2	2	-4	-0.1	3	3
CC(=O)N1C(C)c2ccccc2C(C)(C)CC12CCCCC2 (configuration not stated)	-3	-15	1	-3	0	-1	0	2.1	-7	13
O=C(CN1CCN(S(=O)(=O)c2ccc(F)cc2)CC1)Nc1ccnn1C1CCCC1	-2	6	0	5	1	3	2	-0.8	-4	3
CCCS(=O)(=O)N1CCC(C(=O)N2CCc3ccccc3C2)CC1	-4	14	2	0	4	-2	-1	-0.7	-2	0
N=c1c(C(=O)NCC2CCCO2)cc2c(=O)n3ccccc3nc2n1C1CCCCC1 (configuration not stated)	-1	5	-4	7	7	-3	14	0.1	-1	-3
COc1ccc(Cl)cc1NC(=O)NCc1ccccn1	-3	11	-3	-1	-10	-2	-6	-0.1	-2	-12
C=CCOC(=O)C1=C[C@H](C2CCCCC2)C[C@H](OCc2ccc(CO)cc2)O1	-1	-3	0	-25	-6	-6	-1	-0.9	9	-13
O=C(Oc1c(Cl)cc(Cl)c2ccccc12)N1CCCC1	-1	5	-13	-16	0	4	-13	0.8	-4	4
C=CCN1C(=O)c2ccc(C(=O)N(C)CC(=O)Nc3c(C)cccc3C)cc2C1=O	-2	-10	2	6	0	4	4	0.4	-5	-7
O=C(N/N=C/c1c(Nc2cccc(C(F)(F)F)c2)nc2ccccn2c1=O)c1ccccc1[N+](=O)[O-]	-1	2	7	1	-4	-7	0	0.4	0	3
COC(=O)C(NC(C)=O)(Nc1nc2ccc(S(C)(=O)=O)cc2s1)C(F)(F)F (configuration not stated)	0	8	5	-1	0	6	0	-2.5	-1	-5
COc1cccc(C2c3cc4c(cc3OC(N3CCCC3)C2C)OCO4)c1O (configuration not stated)	0	1	0	-2	5	0	-5	0.1	0	-7
CC(C)CNC(=O)/C=C/c1cccs1	3	7	3	4	-13	-3	1	-0.2	-3	14
Cc1cc(Sc2ccc([N+](=O)[O-])cn2)ccc1Br	1	17	1	8	-3	7	1	-0.6	6	0
COc1ccc(C)cc1NC(=O)c1ccc(S(=O)(=O)N2CCOCC2)cc1	0	-4	6	-2	3	-4	5	1.3	-2	16
CCc1cccc(C)c1NC(=O)CN1C(=O)c2ccccc2S1(=O)=O	0	-4	-1	-1	-7	-3	2	0.4	2	11
CCn1cc(CN2CCCC(CO)(Cc3cccc(Cl)c3)C2)cn1 (configuration not stated)	-3	-12	1	7	-7	3	-5	0.6	-3	-7
COC(=O)CC/C(O)=C1\C(=O)CC(C)(C)CC1=NCCc1nc2ccccc2[nH]1	2	-3	6	3	0	-2	-2	-0.8	-7	-4
Cc1ccc(NC(=O)COc2ccccc2)c(NC(=O)c2ccco2)c1	-2	5	0	1	-7	0	0	0.2	-6	-11
COc1ccc(C2CC(c3ccc4ccccc4c3)=NN2C(=O)CN2C(=O)CCC2=O)cc1 (configuration not stated)	-5	4	-2	-19	-9	-4	12	0.5	2	6

Sorted by the number under GC-B act (ascending): five of the compounds above.
compound	GC-B act
CCc1cccc(C)c1NC(=O)CN1C(=O)c2ccccc2S1(=O)=O	-1
CC1(C)CC(=O)C(C=NCC2CCN(C(=S)Nc3ccccc3)CC2)=C(O)C1	0
Cc1cc(Sc2ccc([N+](=O)[O-])cn2)ccc1Br	1
CC(C)CNC(=O)/C=C/c1cccs1	3
COC(=O)CC/C(O)=C1\C(=O)CC(C)(C)CC1=NCCc1nc2ccccc2[nH]1	6

Next section:
SMILES	SMARCA2 activ	ASAP1 inh	GC-B act	HTRA1 inhibitor	mABHD4 FP	Rev-erbA mod	GC-A act	PG9 Ab binder	rCAG RNA binder	ARFGAP1 inh
COc1ccccc1C(=O)N/C(=C\c1cn(S(=O)(=O)N(C)C)c2ccccc12)C(=O)N1CCOCC1	0	-8	0	2	-2	-4	-5	0.0	0	10
COC(=O)CCC(=O)OC1(C)C(=O)C=C2C=C(C3CC3)N(CCN3CCOCC3)C=C2C1=O (configuration not stated)	0	-9	11	-2	9	1	1	-1.8	-3	-3
CCCC(C)c1nnc(NC(=O)CCS(=O)(=O)Cc2ccccc2)s1 (configuration not stated)	-1	0	0	1	1	-3	-2	0.2	-2	-1
COc1ccc(/C=C/C(=O)Nc2c(C(=O)O)[nH]c3ccccc23)cc1OC	-2	-3	6	3	-1	4	2	-3.8	38*	-2
Cc1ccc(-c2n[nH]c(=S)n2-c2ccccc2)cc1	-2	8	1	12	8	-4	-2	3.3	2	-6
COc1cccc(C2c3[nH]c4ccccc4c3CCN2CCCn2cccn2)c1 (configuration not stated)	-1	1	-2	-5	-8	-5	-2	-2.4	-3	2
CCOC(=O)c1oc2ccccc2c1COC(=O)CNC(=O)c1ccccc1F	0	18	2	-10	5	-3	0	1.0	2	-16
COc1cc(-c2noc(C)c2C(=O)NCC[C@@H]2CCCN2C)cc(OC)c1OC	-6	6	-21	-2	1	-3	-22	-2.1	3	-2
COc1ccc(CCC(=O)Nc2ccc(S(=O)(=O)Nc3nccc(C)n3)cc2)cc1	-2	7	3	-1	-3	-7	-2	-1.4	16	1
COc1ccc(OCC(=O)N2CCOCC2)cc1	1	16	-2	-11	-3	-4	0	-0.5	-3	9
Cc1cc(-n2c(C)cc(C(=O)CSc3nc(N)cc(=O)[nH]3)c2C)no1	0	2	1	-8	-2	6	-2	-2.2	13	-12
CC1CCN(c2c(NCC3CCC(C(=O)N4CCCCC4)CC3)c(=O)c2=O)CC1 (configuration not stated)	-1	7	3	1	-4	4	-2	0.7	0	17
COCCCNC(=O)CSc1nc2cc(C(=O)NCCOC)ccc2c(=O)n1Cc1ccc2c(c1)OCO2	-2	13	-2	8	4	-4	4	-0.1	-4	4
Cc1cccc(-n2nnnc2SC(C)C(=O)NCCC2=CCCCC2)c1 (configuration not stated)	-1	1	1	-14	-4	2	-6	0.4	-1	2
CCOc1ccc(C(C)=O)cc1CN1C(=O)NC2(CCCCC2C)C1=O (configuration not stated)	1	3	-1	2	1	-4	-2	0.5	-5	4
CC1=C(n2nnc([N+](=O)[O-])n2)C(c2cccnc2)C(C#N)=C(N)O1 (configuration not stated)	-2	-4	-2	1	4	-11	0	1.8	2	6
CCCCNC(=S)Nc1ccc2nc(N3CCN(CC)CC3)cc(C)c2c1	0	0	2	4	-8	-1	6	-2.3	-4	-6
Cc1[nH]c2ccccc2c1C1=CN2CCS(=O)(=O)N=C2S1	0	3	1	7	7	-1	-2	-2.5	-3	-8
Oc1cccc2ccc(/C=C/c3ccccc3Br)nc12	5	7	-5	52*	-3	3	6	0.6	16	5
COc1ccc(CCNC(=O)CCNC(=O)N2CC(=O)Nc3ccccc32)cc1OC	2	7	-3	7	3	-1	3	-0.9	-3	-1
COC(=O)c1cc2c(c3c4ccccc4n(S(=O)(=O)c4ccc(OC)cc4)c13)C(=O)N(Cc1ccc(C(F)(F)F)cc1)C2	-4	-10	0	x	-7	5	-1	-1.0	12	0
Cc1cc(C)n2nc(SCc3cc(=O)oc4ccc5ccccc5c34)nc2n1	1	0	-1	-3	3	-1	-1	-1.4	7	-3
Cc1ccc(/C=N/NC(=O)CNC(=O)c2ccc(C)c([N+](=O)[O-])c2)o1	-4	7	8	-3	0	1	-4	-0.7	0	5
CC1=Nc2ccccc2/C1=C/c1c(N)n2c(S(=O)(=O)CC(C)C)nsc2nc1=O	-1	14	-1	-38	-16	-3	0	0.5	78*	-15
Cn1c(SCC(=O)N2CCCC2=O)nnc1-c1ccccc1F	-2	2	-3	3	3	3	5	0.4	-1	1
COCCCN(C(=O)c1ccc(-c2ccc(C(C)=O)cc2)o1)c1c(N)n(CC(C)C)c(=O)[nH]c1=O	1	-4	2	-1	-1	-1	-2	0.1	3	3
NC(=O)c1ccc[n+](CC(=O)c2ccc(F)cc2)c1	-2	7	3	6	-6	3	5	-1.9	3	-12
Cc1nn(CC(O)Cn2c3c(c4ccccc42)CCN(C)C3=O)c(C)c1Br (configuration not stated)	3	5	-15	1	-3	0	-18	-1.8	-8	-5
CCC(C)NC(=S)N(CCc1ccccc1)Cc1cc2cc(OC)c(OC)cc2[nH]c1=O (configuration not stated)	-4	12	0	-12	9	5	2	1.4	13	12
CCCCCn1c(SCC(=O)c2ccccc2)nc2cc(C(=O)NCC3CCCO3)ccc2c1=O (configuration not stated)	-2	-1	0	8	3	69*	1	-0.9	-3	4
O=C(Nc1ccc2c(c1)OCO2)Nc1ccc(F)cc1F	3	-14	0	-4	-2	2	3	0.5	0	2
CC(C)N(C)C(=O)c1ccc(OC2CCN(CCc3ccccc3)CC2)cc1	-4	-2	5	-3	6	-3	4	-1.0	-12	0
COc1cc(C)nc(OCCNC(=O)COc2ccc(Cl)cc2C)n1	-3	-9	-4	1	2	-3	-5	1.2	-6	13
NNc1nc(-c2ccccc2)c2cc(Br)ccc2n1	-1	1	-2	6	-6	1	-7	2.1	1	5
CC(C)C[C@H]1CNC(=O)C(=O)N1C[C@@H]1CCCN1C[C@H](Cc1ccccc1)N1C[C@H](CC(C)C)N(CC2CCCCC2)C(=O)C1=O	-2	-7	4	x	-12	-11	0	-1.6	5	-3
Cc1ccc(C)c(NC(=O)Cn2c(=O)n(-c3ccc(CC(=O)NCC4CCCO4)cc3)c(=O)c3ccccc32)c1 (configuration not stated)	0	-8	9	x	2	-5	-3	0.9	-2	-13

Whole records, looked up by structure. Order of screens: SMARCA2 activ | ASAP1 inh | GC-B act | HTRA1 inhibitor | mABHD4 FP | Rev-erbA mod | GC-A act | PG9 Ab binder | rCAG RNA binder | ARFGAP1 inh
`COCCCN(C(=O)c1ccc(-c2ccc(C(C)=O)cc2)o1)c1c(N)n(CC(C)C)c(=O)[nH]c1=O` across the screens: 1 | -4 | 2 | -1 | -1 | -1 | -2 | 0.1 | 3 | 3
`CC(C)N(C)C(=O)c1ccc(OC2CCN(CCc3ccccc3)CC2)cc1` across the screens: -4 | -2 | 5 | -3 | 6 | -3 | 4 | -1.0 | -12 | 0

(next part)
SMILES	SMARCA2 activ	ASAP1 inh	GC-B act	HTRA1 inhibitor	mABHD4 FP	Rev-erbA mod	GC-A act	PG9 Ab binder	rCAG RNA binder	ARFGAP1 inh
O=C(CCNC(=O)c1ccccc1Cl)Nc1cccc(S(=O)(=O)N2CCCCC2)c1	1	-4	2	-1	1	8	-3	0.7	2	-8
CC(C)(C)C(=O)Nc1ccc(Oc2ccc3c(c2)C(=O)N(c2ccc(O)cc2)C3=O)cc1	-3	-12	-1	3	-9	-1	0	0.4	-2	6
CCCN1CCC(NC(=O)Nc2ccc(F)cc2F)CC1	4	6	-1	9	1	-1	-3	-2.6	-3	2
Cc1cnc(C(=O)Nc2cccc3ncccc23)cn1	-4	2	2	1	-2	-1	1	0.5	-2	5

Screening results deposited in PubChem by several laboratories.
